ARNT-TACC3 inh = disruptors of ARNT/TACC3 protein interaction, primary screen, biochemical, AlphaScreen, single concentration | inhibition, % at 9.99 µM | 390,000 tested, 0.66% active | Transforming acidic coiled-coil-containing protein 3 (Homo sapiens), Q9Y6A5 | AlphaScreen His-ARNT PAS-B/GST-TACC3 binding, luminescence; TACC3 fragment carries E629A point mutation;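 active = mean inhibition of replicates at least 50% and at least half of replicates each reaching 50%; inconclusive = half or more replicates reach 50% but mean below 50%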;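 also: 0% = complete ARNT plus TACC3 wells and 100% = ARNT alone without TACC3; many hits fall short of the cut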
ERp5 inh = inhibitors of ERp5-driven insulin aggregation, primary screen, biochemical, turbidity, absorbance 650 nm, single point; Protein disulfide-isomerase A6 (Homo sapiens), Q15084; 90 min; inhibition, % at 9.99 µM; 350,000 tested, 0.05% active;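 active = mean replicate inhibition above about 25%, with every replicate also reaching it, limit read from the data, passing the limit was not always enough; inconclusive = only one of those two criteria met; inactive = neither criterion met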
Target sequence (Q15084 whole entry, looked up): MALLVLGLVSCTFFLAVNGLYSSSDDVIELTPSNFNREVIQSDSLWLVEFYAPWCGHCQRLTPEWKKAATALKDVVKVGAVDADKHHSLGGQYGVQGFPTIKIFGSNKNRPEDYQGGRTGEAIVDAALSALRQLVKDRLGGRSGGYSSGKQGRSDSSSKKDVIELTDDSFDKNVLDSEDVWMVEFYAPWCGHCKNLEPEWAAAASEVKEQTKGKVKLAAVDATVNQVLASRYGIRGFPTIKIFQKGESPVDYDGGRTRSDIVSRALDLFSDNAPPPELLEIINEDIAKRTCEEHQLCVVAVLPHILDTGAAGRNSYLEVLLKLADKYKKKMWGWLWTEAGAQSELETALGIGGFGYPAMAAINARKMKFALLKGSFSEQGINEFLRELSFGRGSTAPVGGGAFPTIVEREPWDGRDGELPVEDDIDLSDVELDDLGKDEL
Xi reactivation = activators of inactive X chromosome reactivation, primary screen, imaging, XiGFP fibroblasts, GFP high-content imaging, set 2 | XiGFP mouse fibroblasts, % GFP-positive cells imaging, 3 d; cells co-treated with 5-aza-dC sensitizer; scaled so ellipticine positive control = 100% | activation, % at 7.58 µM | 360,000 tested, 0.055% active | AID 743238, 2013;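 active = mean normalized replicate activation at least 10% and every replicate at or above 10%; inconclusive = only one of the two criteria met; inactive = mean below 10% and not all replicates reach 10%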;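 also: 0% = median of on-plate neutral control wells and 100% = ellipticine 6 µM median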
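Material: XiGFP fibroblasts, SV40-immortalized. Buffer or medium: DMEM plus 5-aza-dC sensitizer. Compound: single concentration per compound, delivered by pin transfer. Times: 3 days compound exposure. Controls: ellipticine 6 µM.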
F508del corr = F508del CFTR correction, initial screen, CFBE line, single point; CFBE cells, YFP halide quenching; stimulated with forskolin plus potentiator P3; % fluorescence drop versus neutral controls; activity (quench increase), % at 7.58 µM; 350,000 tested, 0.36% active; AID 720511, 2013;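 active = mean added fluorescence quench of at least 8% versus neutral control, with both replicates also reaching 8%; inconclusive = only one of the mean or replicate conditions met; inactive = mean below 8% and not both replicates reaching 8%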;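 also: cells transiently co-express mutant CFTR-F508del with the halide-sensitive YFP; corrector assay measuring rescue of mutant channel to the surface after 24 h compound exposure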
GSIS activator = GLuc luminescence reporter in INS-1E cells, primary screen for activators of glucose-dependent secretion of insulin; INS-1E GLuc reporter insulin secretion, 2-3 h; activation, % at 16.6 µM; 370,000 tested, 0.61% active; AID 743287, 2014;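 active = lowest replicate activation of at least 40%, so every replicate reaches that level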;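 also: 0% = median of neutral control wells and 100% = median of IBMX positive control wells; some compounds called inactive have numbers as strong as hits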
EWS-Fli block = EWS/Fli-driven NR0B1 reporter inhibitors, primary screen, A673 cells, NR0B1 luciferase, luminescence, MLPCN library; viability-normalised; inhibition, % at 12.6 µM; 350,000 tested, 0.67% active;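 active = mean inhibition of at least 50% after viability correction, with every replicate also passing that limit; inconclusive = mean reaches 50% but only one of two replicates passes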;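 also: firefly luciferase signal divided by Alamar Blue viability fluorescence both relative to DMSO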
DENV2 CPE rescue = inhibitors of DENV2 cytopathic effect, primary screen, cell-based, plate reader, single concentration | DENV2-infected cells, cytopathic effect rescue | CPE inhibition, % at 9.99 µM | 350,000 tested, 1.7% active; in the data active = CPE inhibition above about 20%, passing the limit was not always enough; inconclusive = no clear call, values can overlap the other calls; tested in BHK-21 cells;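 also: 0% = median of neutral control wells and 100% = median of positive control wells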
PAX8 reporter = inhibitors of PAX8-driven TPO luciferase reporter, primary screen, RMG-I cells, single concentration. inhibition, % at 12.6 µM. 360,000 tested, 1.2% active. SteadyGlo, 24 h. AID 652154, 2013;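 active = mean replicate inhibition at least 60% with every replicate also reaching 60%; inconclusive = only one of the two criteria is met; inactive = mean below 60% and not all replicates reaching 60%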;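 also: luciferase light reporting Pax8 driven TPO promoter activity; plate controls were median of neutral control wells for no effect and mitoxantrone controls for full effect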
* marks the source's active call; other numbers are inactive results; ? = inconclusive; nt = no result given.

Below each SMILES: ARNT-TACC3 inh	EWS-Fli block	ERp5 inh	PAX8 reporter	DENV2 CPE rescue	F508del corr	Xi reactivation	GSIS activator
O=[N+]([O-])c1ccc(C(S(=O)(=O)Cc2ccccc2)S(=O)(=O)Cc2ccccc2)cc1
→ nt	4.8	4.2	3.1	-8.2	nt	0.0	nt
COc1ccc(S(=O)(=O)N(C)CC(=O)Nc2ccc(C)cc2)cc1OC
→ 1.9	-2.4	-3.4	2.2	-1.8	-2.6	0.1	28.4
C[C@@H]1CN([C@@H](C)CO)C(=O)c2cc(C#CCN(C)C)cnc2O[C@H]1CN(C)C(=O)Cc1ccccc1
→ nt	-2.6	7.9	0.1	nt	0.8	-0.2	8.3
CCOC(=O)N1C2CCC(C2)N1C(=O)OCC
→ -8.6	1.3	4.4	-25.2	9.0	-1.3	0.1	6.1
Cn1cnc(S(=O)(=O)N[C@H]2CC[C@H](CC(=O)N3CCN(c4ccccc4)CC3)O[C@@H]2CO)c1
→ 3.7	-2.9	-1.4	-19.6	0.1	1.5	0.3	1.7
CCN(C[C@H]1N[C@@](CC)(C(=O)OC)[C@H]2C(=O)N(C)C(=O)[C@@H]12)C(=O)Nc1ccccc1
→ -4.4	-3.8	0.9	1.6	-6.2	-1.6	-0.2	1.1
COc1cccc(/C=N/NC(=O)c2c(-c3ccccc3)noc2C)c1OC
→ -3.9	nt	2.5	-9.2	-1.7	-1.2	-0.1	-5.8
Cc1ccc(Cl)cc1NS(=O)(=O)c1ccc(-n2cccn2)cc1
→ nt	-2.9	8.9	16.6	-1.1	5.8	0.0	-6.5
O=C(CN1C(=O)CSc2ccc(C(F)(F)F)cc21)Nc1ccccc1
→ -2.0	-1.9	3.0	-3.8	-1.4	-3.8	0.0	1.0
CCCCNC(=O)C1(C)CCN1C(=O)c1ccc2c(c1)CCO2 (configuration not stated)
→ nt	-0.5	-0.2	4.6	11.6	-4.3	0.0	10.7
Cc1ccc(S(=O)(=O)NCC(=O)N2CCOCC2)cc1
→ -8.6	-3.7	-0.1	-16.7	16.7	1.6	0.1	10.1
COc1ccc(NS(=O)(=O)c2cccc(C(=O)NCC3(N(C)C)CCCCC3)c2)cc1
→ nt	-0.2	4.7	-8.3	0.5	-2.8	0.1	-5.3
O=C(Nc1ccc2c(c1)OCCO2)C1c2ccccc2OCC(=O)N1Cc1ccccn1 (configuration not stated)
→ nt	-24.1	-4.8	-27.3	?	-1.7	-0.1	2.1
O=C(N/N=C/c1ccco1)c1cc(C2CC2)nc2ccccc12
→ nt	8.2	-0.1	-9.2	15.4	nt	0.1	21.9
Fc1cccc(NC(=S)Nc2cccnc2)c1
→ -0.6	2.5	-0.9	7.3	15.1	-1.4	0.0	11.3
CC(C)OCCCNC(=O)CNC(=O)c1ccc(Cl)c(Cl)c1
→ -5.4	12.6	-1.7	7.8	-4.7	-3.2	0.1	-4.9
CCCCN(CC)CCCNC(=O)CC1Oc2ccccc2NC1=O (configuration not stated)
→ 0.9	0.1	5.5	nt	-1.4	-2.0	nt	2.1
C[C@@H]1CN([C@@H](C)CO)C(=O)Cc2cc(NC(=O)NC3CCCCC3)ccc2O[C@H]1CN(C)C(=O)Nc1ccc(C(F)(F)F)cc1
→ -8.3	-2.6	9.3	22.4	-14.5	-0.4	-0.2	-19.5
O=C(C1CCCCC1)N1C[C@@H]2[C@H](c3ccccc31)[C@@H](CO)N2C(=O)Cc1ccccn1
→ -0.8	2.7	-1.5	-9.5	5.1	-1.1	0.0	0.0
C[C@@H]1CN([C@H](C)CO)C(=O)c2cc(C#Cc3ccccc3F)cnc2O[C@H]1CN(C)C(=O)C1CC1
→ -1.2	5.8	1.9	nt	-6.3	2.7	-1.3	-7.9
COCCCNC(=O)c1c[nH]c2ccc(S(=O)(=O)N(C)c3ccccc3C)cc2c1=O
→ nt	-4.8	2.1	5.6	-4.3	-1.5	0.0	-20.6
O=C1/C(=C\c2ccco2)NC(=S)N1c1ccccc1
→ nt	-2.3	2.1	11.1	5.3	nt	-0.1	2.7
C[C@@H]1CN([C@@H](C)CO)C(=O)c2cc(C#CC3CC3)cnc2O[C@H]1CN(C)C(=O)CC1CC1
→ -3.2	6.1	-5.9	nt	-7.3	-4.0	-1.2	30.4
O=C1CC(c2ccc(S(=O)(=O)NCc3ccncc3)cc2)CN1 (configuration not stated)
→ nt	1.9	6.7	2.3	-1.0	5.7	0.0	-1.6
O=C(c1cccc(S(=O)(=O)N2CCCCCC2)c1)N1CCN(Cc2ccccc2)CC1
→ 1.6	6.4	2.2	4.9	-6.5	1.9	0.1	-17.0
COc1ccc(NC(=O)COC(=O)Cc2cccs2)cc1OC
→ 13.9	-17.2	1.1	-7.9	2.5	-1.7	0.0	22.5
CC1=CC(C)(C)N(C(=O)Nc2ccccc2)c2ccccc21
→ 4.2	-31.9	0.4	-2.4	-1.7	-0.1	0.1	-1.2
Cc1ccc(NC(=O)C(C)c2ccc([N+](=O)[O-])cc2)cc1Cl (configuration not stated)
→ nt	8.0	-1.6	3.4	nt	1.4	0.0	-20.4
N/C(=N\OC(=O)c1ccco1)c1ccc(Cl)cc1
→ 2.4	-87.0	3.3	-197.9	nt	-2.2	0.3	2.9
Cc1cc(NC(=O)CS(=O)(=O)c2cn(Cc3ccc(F)cc3)c3ccccc23)no1
→ -13.1	9.4	1.7	21.6	0.8	-0.8	0.3	nt

By substructure: the compounds so far with a CF3 group.
Below each SMILES: ARNT-TACC3 inh	EWS-Fli block	ERp5 inh	PAX8 reporter	DENV2 CPE rescue	F508del corr	Xi reactivation	GSIS activator
O=C(CN1C(=O)CSc2ccc(C(F)(F)F)cc21)Nc1ccccc1
→ -2.0	-1.9	3.0	-3.8	-1.4	-3.8	0.0	1.0
C[C@@H]1CN([C@@H](C)CO)C(=O)Cc2cc(NC(=O)NC3CCCCC3)ccc2O[C@H]1CN(C)C(=O)Nc1ccc(C(F)(F)F)cc1
→ -8.3	-2.6	9.3	22.4	-14.5	-0.4	-0.2	-19.5

Carrying on.
Below each SMILES: ARNT-TACC3 inh	EWS-Fli block	ERp5 inh	PAX8 reporter	DENV2 CPE rescue	F508del corr	Xi reactivation	GSIS activator
CCC1CCCCN1C(=O)c1ccc2nc(Cc3ccc(OC)cc3)oc2c1 (configuration not stated)
→ 6.5	nt	-1.2	-143.5	1.9	-3.1	0.1	-33.3
CCOC(=O)c1c(NC(=O)/C=C\C(=O)O)sc(C)c1-c1ccccc1
→ -2.1	16.8	-1.0	-1.7	-12.0	2.1	0.0	-2.4
O=C(Nc1ccc(Cl)cc1)Nc1ccccc1NS(=O)(=O)c1cccs1
→ -0.2	0.7	-2.0	-32.1	2.6	-0.9	0.1	-13.2
C[C@H](CO)N1C[C@H](C)[C@H](CN(C)S(=O)(=O)c2cccs2)OCCCC[C@H](C)Oc2ccc(NC(=O)Nc3ccccc3)cc2C1=O
→ -7.7	-3.1	-1.0	34.8	1.3	-2.4	0.1	-14.6
Cc1noc(C)c1NC(=O)N(C)C[C@H]1Oc2ccc(NC(=O)C3CC3)cc2C(=O)N([C@@H](C)CO)C[C@@H]1C
→ -3.3	0.5	2.2	-12.2	8.7	0.3	-1.2	14.1
C[C@H]1CN([C@@H](C)CO)C(=O)Cc2cc(NC(=O)Cc3cn(C)c4ccccc34)ccc2O[C@@H]1CN(C)S(C)(=O)=O
→ 8.7	16.9	-1.8	-9.3	-2.1	-0.6	0.3	7.5
CN(Cc1ccc(Cl)cc1)C(=O)CNC(=O)C12CC3CC(CC(C3)C1)C2
→ -14.3	0.2	-5.4	5.5	-1.2	-0.2	0.5	-29.2
CCCCC(c1nnnn1CS(=O)(=O)c1ccc(C)cc1)N1CCC(C(N)=O)CC1 (configuration not stated)
→ -3.7	-0.3	0.5	-89.3	?	1.1	0.0	-9.2
O=C(N/N=C/c1c(O)n(Cc2ccco2)c(=O)[nH]c1=O)c1ccccc1
→ 62.5*	12.7	-6.9	-11.1	4.8	3.5	0.0	nt
CC(Sc1n[nH]c(-c2ccccc2)n1)C(=O)c1c(N)n(C)c(=O)n(C)c1=O (configuration not stated)
→ 1.2	2.1	2.3	-11.2	0.8	-3.1	0.0	10.8
O=C(NCC[C@H]1CC[C@@H](NC(=O)C2CC2)[C@H](CO)O1)c1cc(Cl)cc(Cl)c1
→ -3.5	4.6	1.1	nt	-3.5	-1.0	0.0	4.2
COc1ccc(O)c(/C=C(\C#N)C(=O)Nc2cccnc2)c1
→ 6.2	-72.1	-8.4	-47.6	4.5	nt	0.2	nt
COc1ccc(NC(=O)Cn2cnc3sc(C)c(S(=O)(=O)N4CCOCC4)c3c2=O)cc1Cl
→ -5.1	18.0	3.6	-3.8	7.4	0.8	0.2	-13.0
C[C@H](CO)N1C[C@H](C)[C@H](CN(C)CC2CCCCC2)OCCCC[C@H](C)Oc2ccc(NC(=O)CCC(F)(F)F)cc2C1=O
→ -8.9	-1.2	nt	-2.8	-6.6	-1.5	-0.4	8.8
CCOc1ccc(C(=O)CCC(=O)N2CCN(c3ccccc3O)CC2)cc1
→ 0.6	1.9	4.7	20.4	5.5	5.0	0.0	-19.2
Cc1cccc(NS(=O)(=O)c2ccc(NC(=O)CN(c3cc([N+](=O)[O-])ccc3C)S(C)(=O)=O)cc2)c1
→ 10.8	1.1	3.2	51.6	-14.5	3.3	0.9	-28.8
Cc1cc(F)ccc1S(=O)(=O)Nc1ccc(O)c(Sc2ncn[nH]2)c1
→ -1.5	2.6	-0.5	23.2	-1.1	2.3	0.0	15.5
C[C@@H]1CN([C@H](C)CO)C(=O)c2cccc(NC(=O)C3CCOCC3)c2O[C@@H]1CN(C)Cc1ccncc1
→ -6.8	-1.6	-0.9	-23.3	-3.5	-0.8	0.1	0.3
C[C@@H]1CN([C@@H](C)CO)C(=O)Cc2cc(NC(=O)Nc3ccc4c(c3)OCO4)ccc2O[C@@H]1CN(C)Cc1ccncc1
→ -2.3	1.1	-2.2	-3.2	-0.2	-3.8	0.1	12.4
O=C(c1ccncc1)N1CC2(C1)[C@H](c1ccccc1)[C@H](CO)N2CC1CC1
→ nt	-4.9	-3.4	nt	-0.9	-0.1	0.1	0.6
COc1ccc(CN2CCN(CC(=O)Nc3ccccc3C(=O)NC3CC3)CC2)cc1F
→ -1.5	5.1	-16.0	0.1	1.1	0.5	0.1	9.3
Cc1ccc(NC(=O)COC(=O)c2ccc3ncsc3c2)c(C)c1
→ nt	15.5	-12.3	2.4	-3.1	-1.1	0.1	nt
CCN(CC)S(=O)(=O)c1ccc(N2CC(C(=O)N3CCOCC3)CC2=O)cc1 (configuration not stated)
→ 0.9	-3.9	-4.6	4.3	-3.5	-0.2	0.0	nt
C[C@H](CO)N1C[C@H](C)[C@H](CN(C)Cc2ccccn2)Oc2ncc(C#CC3(O)CCCC3)cc2C1=O
→ nt	-6.5	15.3	2.2	-8.9	2.5	-1.2	12.0
